KCNQ2 block: KCNQ2 potassium channel inhibitors, primary screen, cell-based, CHO-K1, FluxOR thallium flux, B-score (AID 2156). Potassium voltage-gated channel subfamily KQT member 2 (Rattus norvegicus), O88943. 20 min; hits give low values. B-score at 10 µM. 310,000 compounds, 1.1% hits;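 active means fluorescence ratio B-score at most minus 3 library SDs, with starting brightness B-score within 2 library SDs, cut at about -5.5 in these data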
Target sequence (O88943 whole entry, looked up): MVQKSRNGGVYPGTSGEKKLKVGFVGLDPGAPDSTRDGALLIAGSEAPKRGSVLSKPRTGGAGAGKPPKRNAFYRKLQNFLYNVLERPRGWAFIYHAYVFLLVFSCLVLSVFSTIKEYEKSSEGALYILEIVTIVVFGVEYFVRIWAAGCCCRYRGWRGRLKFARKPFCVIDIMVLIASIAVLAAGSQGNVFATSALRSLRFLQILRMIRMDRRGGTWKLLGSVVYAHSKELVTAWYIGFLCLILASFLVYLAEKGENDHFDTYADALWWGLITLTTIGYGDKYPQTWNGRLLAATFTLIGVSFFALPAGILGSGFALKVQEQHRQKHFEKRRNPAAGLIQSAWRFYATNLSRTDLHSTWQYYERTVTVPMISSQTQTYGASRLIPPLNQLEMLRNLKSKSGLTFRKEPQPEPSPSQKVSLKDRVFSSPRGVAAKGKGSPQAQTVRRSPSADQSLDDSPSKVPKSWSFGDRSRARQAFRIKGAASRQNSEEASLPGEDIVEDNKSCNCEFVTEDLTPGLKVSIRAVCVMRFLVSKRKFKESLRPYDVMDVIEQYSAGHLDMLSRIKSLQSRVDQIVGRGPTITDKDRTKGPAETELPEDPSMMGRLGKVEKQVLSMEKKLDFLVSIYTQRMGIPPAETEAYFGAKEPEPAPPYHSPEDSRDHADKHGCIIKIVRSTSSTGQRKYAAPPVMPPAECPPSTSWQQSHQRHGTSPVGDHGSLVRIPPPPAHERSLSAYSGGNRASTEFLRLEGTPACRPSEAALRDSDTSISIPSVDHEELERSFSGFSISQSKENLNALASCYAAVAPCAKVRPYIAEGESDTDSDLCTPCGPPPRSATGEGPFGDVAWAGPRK
Kir21 inh: inhibitors of mouse Kir2.1 inward-rectifier potassium channel; 310,000 compounds, 0.85% hits; AID 1672, 2009; HEK293-Kir2.1, FluxOR thallium flux fluorescence; hits give low values; B-score at 10 µM; Inward rectifier potassium channel 2 (Mus musculus), P35561;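 active means fluorescence ratio B-score at or below minus 3 SD of library scores, with starting-brightness B-score within 2 SD, cut at about -4.2 in these data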;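 further: channel flux triggered by added potassium and thallium sulfate stimulus; B-score of peak minus minimum fluorescence over baseline after thallium stimulus; more negative B-score means stronger Kir2.1 block with less thallium influx; some compounds called inactive have numbers as strong as hits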
The depositor's hits bear a star; i = inactive.

| SMILES | Kir21 inh | KCNQ2 block |
| --- | --- | --- |
| CCOc1ccc(NC(=O)CN2CCC(n3cnc4cc(F)ccc43)CC2)cc1 | 1.4 | i |
| COc1cccc(/C=N/NC(=O)CNC(=O)CCc2ccccc2)c1O | 0.39 | i |
| O=S(=O)(Nc1ccccn1)c1ccc(C(F)(F)F)cc1Cl | 0.67 | i |
| Cc1ccc(CNC(=O)Cc2nc3nc(C)cc(C)n3n2)cc1 | -0.25 | i |
| O=C(O)c1ccc(Nc2nc(-c3cc4ccccc4oc3=O)cs2)cc1O | 1.1 | i |
| O=C(CSc1nnc2c(n1)[nH]c1ccc(S(=O)(=O)N3CCOCC3)cc12)Nc1ccccc1Cl | 0.02 | i |
| Nc1nc(-c2cccnc2)nc(N2CCCCC2)n1 | 0.36 | i |
| CN(C)S(=O)(=O)N1CCc2ccc(NC(=O)c3ccc(C(F)(F)F)cc3)cc2C1 | -0.23 | i |
| NC(=O)C1CCN(Cc2nc(-c3ccccc3)no2)CC1 | 2.6 | i |
| COC(=O)Cc1[nH]c(=O)[nH]c1C(=O)OC | -1.2 | i |
| O=C(NCc1cccc(C(F)(F)F)c1)C1CC(c2ccccc2F)=NO1 (stereo not drawn) | 0.03 | i |
| CC(C)CCNC(=O)NC(=O)CSc1ncccn1 | 0.27 | i |
| Cc1ccc(C)c(NC(=O)CCn2nc(C)cc2C)c1 | -0.67 | i |
| CSCCC(C(=O)Nc1ccc2c(c1)OCO2)N1C(=O)c2ccccc2C1=O (stereo not drawn) | 0.17 | i |
| Cc1ccc(Cl)cc1NC(=O)NCc1cccnc1 | -0.65 | i |
| CCN(CC)C(=O)CCS(=O)(=O)c1cccc2nonc12 | 0.53 | i |
| C=CCNC(=O)/C(=C/c1cn(-c2ccccc2)nc1-c1cccc([N+](=O)[O-])c1)NC(=O)c1ccccc1 | -0.06 | i |
| O=C(NCc1ccco1)C(c1ccccc1)N(Cc1ccccc1)C(=O)Cn1nnc2ccccc21 (stereo not drawn) | 0.23 | i |
| COc1ccc(C(C[N+](=O)[O-])c2c(-c3ccccc3)cc3ccccn23)c(OC)c1 (stereo not drawn) | 0.81 | i |
| Cc1nnsc1C(=O)NC(=O)Nc1ccc(F)c(Cl)c1 | 0.3 | i |

An excerpt of these results, with each value named.
CC(C)CCNC(=O)NC(=O)CSc1ncccn1
  Kir21 inh: 0.27 | KCNQ2 block: i
Cc1ccc(C)c(NC(=O)CCn2nc(C)cc2C)c1
  Kir21 inh: -0.67 | KCNQ2 block: i
CSCCC(C(=O)Nc1ccc2c(c1)OCO2)N1C(=O)c2ccccc2C1=O (stereo not drawn)
  Kir21 inh: 0.17 | KCNQ2 block: i
Cc1ccc(Cl)cc1NC(=O)NCc1cccnc1
  Kir21 inh: -0.65 | KCNQ2 block: i

Continued.
| SMILES | Kir21 inh | KCNQ2 block |
| --- | --- | --- |
| CSc1nccc(Oc2cccc(C#N)c2)n1 | 0.29 | i |
| Nc1c(C(=O)NCCc2ccc(Cl)cc2)sc2ccc(S(=O)(=O)N3CCCCC3)cc12 | -0.26 | i |
| CN(C)CCNC(=O)/C(=C/c1ccc(-c2ccc(Cl)cc2Cl)o1)NC(=O)c1ccccc1 | -5.6* | -9.5* |
| O=C1NC(N2CCOCC2)=N/C1=C/c1ccc2c(c1)OCO2 | -2.5 | i |
| COc1ccc(C(=O)C2CCCN(C(=O)c3cccnc3OC)C2)cc1F (stereo not drawn) | 0.27 | i |
| O=C(COC(=O)/C=C/C(=O)OCC(=O)NC12CC3CC(CC(C3)C1)C2)NC12CC3CC(CC(C3)C1)C2 | 0 | i |
| CCOc1cc(/C=C2/SC(=O)N(CC(=O)N3CCc4ccccc4C3)C2=O)ccc1OCC(=O)O | 0.69 | i |
| COc1cc(/C=N/c2oc(-c3ccccc3)cc2C#N)ccc1O | -0.01 | i |
| CCOC(=O)COc1ccc(C2CC(C)=NN2c2ccccc2)cc1 (stereo not drawn) | -0.99 | i |
| O=C(CN(CCO)c1ccccc1)NC12CC3CC(CC(C3)C1)C2 | 0.41 | i |
| CCCS(=O)(=O)N1CCCC(C(=O)NCCc2cccc(C)c2)C1 (stereo not drawn) | -1.2 | i |
| CN1CCC(N(C)C(=O)c2sc3cc(F)ccc3c2Cl)CC1 | -0.86 | i |
| Nc1nc2n(n1)C1(CCCCC1)C1=C(CCCC1)N2 | -0.71 | i |
| O=C(CC1NCCc2ccccc21)Nc1ccc(Cl)cc1 (stereo not drawn) | -1.2 | i |
| O=C(c1ccc(F)cc1)C1CCN(C(=O)NCc2ccccc2)CC1 | 0.71 | i |
| O=C(c1cccs1)N1CCN(C(=O)C(c2ccccc2)c2ccccc2)CC1 | 1.4 | i |
| CN(C)C(CNC(=O)c1ccc(NS(=O)(=O)c2ccc(F)c(F)c2)cc1)c1ccccc1 (stereo not drawn) | 1.1 | i |
| Nc1cc(=O)nc(SCC(=O)N2CCN(c3ccccc3)CC2)n1-c1ccccc1 | 1.1 | i |
| O=C(NCCCN1CCOCC1)c1cnccn1 | -1.4 | i |
| CCCN(Cc1ccccc1)C(=S)Nc1ccc(OCC)cc1 | 0.76 | i |
| CCCn1c(N)c(N2CCCCC2)c(=O)n(CC(=O)Nc2ccccc2C)c1=O | -0.27 | i |
| COc1ccc(CCNC(=O)C(=O)c2cn(CC(=O)N3CCOCC3)c3ccccc23)cc1OC | 0.42 | i |
| CCn1c(=O)cc(SCC(=O)Nc2ccc3c(c2)OCCO3)c2ccccc21 | -0.65 | i |
| CCOC(=O)c1sc(NC(=O)c2ccc(OC(C)=O)cc2)nc1C | 0.69 | i |
| COC(=O)c1c(-c2ccco2)csc1NC(=O)C1CC=CCC1C(=O)O (stereo not drawn) | 0.2 | i |
| Cc1cc(C)c2oc(C(=O)Nc3ccc(S(=O)(=O)N4CCC(C)CC4)cc3)cc(=O)c2c1 | 1.1 | i |
| Cc1cccc(C(=O)Nc2ccc(C(=O)N/N=C/c3ccco3)cc2)c1 | -0.03 | i |
| Cc1ccc(Nc2cnn(C34CC5CC(CC(CC(=O)O)(C5)C3)C4)c(=O)c2Cl)cc1C | 0.65 | i |
| CC(=O)N/C(=C\c1ccccc1)C(=O)OCC(=O)c1ccc(F)cc1 | -0.62 | i |
| O=C1Nc2ccc(Br)cc2/C1=N/N=C/C1=C(N2CCOCC2)C(=C\c2ccccc2)/CC1 | -0.75 | i |
| CC(=O)OC(Cn1nc(C)cc1C)c1ccccc1 (stereo not drawn) | -0.55 | i |
| CCC(=O)Nc1ccc(Br)cn1 | 0.81 | i |
| Cc1ccc(CN2CCN(C(=O)c3cccc4ccccc34)CC2)cc1 | -3.8 | i |
| CS(=O)(=O)N(CC(=O)NCCSCc1cccc(Cl)c1)c1ccc2c(c1)OCO2 | -0.75 | i |
| O=C(N/N=C/c1cc2cc3c(cc2nc1Cl)OCCO3)c1ccccc1O | -0.52 | i |
| CC1CCCN(c2nc3c(c(=O)n(C)c(=O)n3C)n2Cc2ccccc2)C1 (stereo not drawn) | -0.01 | i |
| CC1(C)C2CC[C@]1(C)C(=O)N(CCCCN1CCN(c3ccccn3)CC1)C2=O | -0.93 | i |
| Cc1nn(Cc2ccccc2)c(C)c1/C=N/NC(=O)c1ccccc1O | -1 | i |
| CCCCNC(=S)N1CCN(Cc2ccc3c(c2)OCO3)CC1 | -0.04 | i |
| CCOC(=O)c1nnn(-c2nonc2N)c1-c1cccs1 | -0.64 | i |

Nothing new here: entries from further up.
| SMILES | Kir21 inh | KCNQ2 block |
| --- | --- | --- |
| Cc1nn(Cc2ccccc2)c(C)c1/C=N/NC(=O)c1ccccc1O | -1 | i |
| CCCCNC(=S)N1CCN(Cc2ccc3c(c2)OCO3)CC1 | -0.04 | i |
| CCOC(=O)c1nnn(-c2nonc2N)c1-c1cccs1 | -0.64 | i |

(listing goes on)
| SMILES | Kir21 inh | KCNQ2 block |
| --- | --- | --- |
| CC(=S)c1c(C)cc2cc(C)ccn12 | 0.42 | i |
| CCC(=O)N1C(C(=O)O)CSC1c1ccc(OC)cc1 (stereo not drawn) | -0.06 | i |
| Cc1nc(SC(C)C)[nH]c(=O)c1Cc1ccccc1 | 0.04 | i |
| O=C(CN(Cc1ccccc1)C(=O)c1cc2c(s1)CCC2)NCc1cccs1 | 0.8 | i |
| O=C(NCCc1ccncc1)Nc1ccccc1 | 2.2 | i |
| FC(F)(F)c1nc(-c2ccccc2)ncc1-c1nnnn1-c1ccccc1 | -0.4 | i |
| COc1ccc(C(O)(C2CCCCC2)C(CN2CCOCC2)c2ccccc2)cc1 (stereo not drawn) | -0.02 | i |
| CC(C)C(=O)NC(=S)Nc1ccccn1 | 1.6 | i |
| CCC(Oc1ccccc1)C(=O)OCC(=O)N(CC)c1c(N)n(Cc2ccccc2)c(=O)[nH]c1=O (stereo not drawn) | 0.12 | i |
| COc1ccc(C2/C=C\CN(S(=O)(=O)c3cccs3)CC(=O)N2Cc2ccc(F)cc2)cc1 (stereo not drawn) | 1 | i |
| CC(C)Nc1nc(SC(C)C(=O)Nc2ccccc2)nc(N(C)C)n1 (stereo not drawn) | -1.5 | i |
| CC(C)OC(=O)CSc1nc2cccnc2n1C1CCCCC1 | -1 | i |
| O=C(NC12CC3CC(CC(C3)C1)C2)c1ccc([N+](=O)[O-])cc1 | -0.55 | i |
| Cc1ccc(C(=O)NC(=S)N2CCN(c3ccc([N+](=O)[O-])cc3)CC2)cc1 | 0.02 | i |
| Cn1c(SCC(=O)Nc2ccc(Cl)cn2)nnc1C1CC1 | 0.62 | i |
| COc1ccc(CCNCC2C(Oc3ccc(Cl)cc3)C(=O)N2c2ccccc2C)cc1OC (stereo not drawn) | 0.44 | i |
| Cc1ccn(-c2ccc([N+](=O)[O-])cc2)n1 | -0.01 | i |
| COCCNC(=O)c1cccc2c1-c1ccccc1C2=O | 0.41 | i |
| Cc1ccnc(NC(=O)/C=C/c2ccccc2Cl)c1 | 0.4 | i |
| CC1CN(c2nc3ccccn3c(=O)c2C=O)CC(C)O1 (stereo not drawn) | -1.1 | i |
| N/N=C(/Cc1nc2ccccc2[nH]1)c1ccc([N+](=O)[O-])cc1 | -1.7 | i |
| CC(O)(C#CCN1CCCCCC1)c1ccccc1 (stereo not drawn) | -0.73 | i |
| COc1ccc(OC)c(NC(=O)N2CCCC(C)C2)c1 (stereo not drawn) | 1.1 | i |
| CNC(=S)N1CCN(c2ccc(Cl)c(Cl)c2)CC1 | 3.2 | i |
| CCN1CCN(C(=O)c2ccc(NS(=O)(=O)c3ccccc3)cc2)CC1 | 0.99 | i |
| O=C1CSC(c2ccccn2)N1c1ccccc1F (stereo not drawn) | -0.51 | i |
| O=[N+]([O-])c1ccccc1/C=N/n1c(C2CCCCC2)n[nH]c1=S | -1.5 | i |
| Cc1n[nH]c(=O)nc1NCCc1ccccc1 | 1 | i |
| CSCC(C)N1CCC(n2nccc2NC(=O)CCc2ccccc2)CC1 (stereo not drawn) | 0.25 | i |
| Cc1nn(C(=O)c2cccc([N+](=O)[O-])c2)c(C)c1Sc1ccccc1 | -4.3* | i |
| CCN(CCNC(=O)CN1CCN(Cc2ccc(Cl)cc2)C1=O)c1ccccc1 | -2.9 | i |
| CCOc1ccc(-c2cccc(NS(=O)(=O)c3ccccc3[N+](=O)[O-])c2)nn1 | 0.43 | i |
| Cc1ccc(N2CCN(C(=O)c3nn(C)c4c3CS(=O)(=O)c3ccccc3-4)CC2C)cc1 (stereo not drawn) | -0.36 | i |
| COc1cccc(/C=N/c2nc3ccccc3n2C)c1O | 0.2 | i |
| O=C(NCCN=C1NS(=O)(=O)c2ccccc21)c1ccccc1 | -0.04 | i |
| CC1(CCc2ccccc2)NC(=O)N(CC(=O)Nc2ccccc2)C1=O (stereo not drawn) | 0.19 | i |
| Cc1ccc(-c2c[n+](CC(=O)c3ccc(Br)cc3)c3n2CCCCC3)cc1 | -1.5 | i |
| O=C1Nc2ccccc2OC1CC(=O)N1CCOCC1 (stereo not drawn) | 0.15 | i |
| O=C(NCc1cccs1)C1CCC(CNS(=O)(=O)c2cccs2)CC1 (stereo not drawn) | 1.5 | i |
| COc1ccc(C(=O)NCc2nnc(SCC(=O)Nc3ccccc3OC)o2)cc1 | 1.6 | i |
| CC1=C(c2ccccc2)CCC1=O | 0.45 | i |
| O=C(O)CCNS(=O)(=O)c1ccccc1C(F)(F)F | 2.4 | i |
| Cc1ccc(Cl)cc1NC(=O)CN1C(=O)COc2ccc(S(=O)(=O)N3CCOCC3)cc21 | -0.31 | i |
| CCC(C)NC(=O)c1ccc2nc(Cc3ccc(OC)cc3)oc2c1 (stereo not drawn) | 1.1 | i |
| COc1ccc(OC)c(C2NC(=O)N(C)C(C)=C2C(=O)OCc2ccccc2)c1 (stereo not drawn) | 1.2 | i |
| O=C1CC(C(=O)O)C2(CCCC2)O1 (stereo not drawn) | -0.96 | i |
| Cc1ccc(C(=O)N/C(=C/c2ccc(-c3cccc([N+](=O)[O-])c3)o2)C(=O)NCCCN(C)C)cc1 | 0.01 | i |
| CCOC(=O)c1c(C2COc3ccccc3O2)csc1NC(=O)c1ccccc1 (stereo not drawn) | -0.19 | i |
| CC1CCCC(C)N1C(=O)CSc1nnc(COc2cccc3cccnc23)o1 (stereo not drawn) | -0.28 | i |
| O=C(CSc1nc2ccccc2c(=O)n1-c1ccccc1)NCC1CCCO1 (stereo not drawn) | 1.9 | i |
| Cc1c(/C=C2\NC(=O)NC2=O)c2ccccc2n1C | -0.12 | i |
| COc1cccc(OC)c1C(=O)Nn1c(-c2cccs2)nc2ccccc2c1=O | 1.9 | -9.2* |
| CCOc1ccc(OCC)c(NC(=O)C2CCCN(c3ncccn3)C2)c1 (stereo not drawn) | 0.06 | i |
| O=C(Nc1cccc(-c2nnn(CC(=O)N3CCc4ccccc4C3)n2)c1)C1CCC1 | 0.5 | i |
| O=C(CCc1nnc2ccc(NCc3ccccc3)nn12)NCC1CCN(C2CCCC2)C1 (stereo not drawn) | -2.2 | i |
| CC(=O)Nc1cccc(-c2csc(Nc3cccc(C)n3)n2)c1 | -0.8 | i |

Screening data deposited in PubChem by Johns Hopkins Ion Channel Center.
